Siah-1 displacement: Siah-1 peptide-binding antagonists, primary screen, biochemical, fluorescence polarization, rhodamine-plectin, uHTS (AID 1817). one-dose displacement, % at 20 µM; IC50 in µM for titrated hits. actives 0.02% (n = 290,000). Siah-1 / rhodamine-plectin peptide fluorescence polarization; higher % means a stronger effect;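 active means displacement of at least 50% at 20 µM, with a fluorescence ratio check between 0.3 and a set limit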;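 further: plate controls were Siah plus tracer with DMSO for no effect and tracer alone without Siah for full effect; strong numbers were not always called active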
P. falciparum M1AAP: malaria alanyl aminopeptidase activity blockers – biochemical, fluorogenic H-Leu-NHMec substrate, 1536-well (AID 1445); recombinant M1AAP, H-Leu-NHMec fluorogenic kinetic assay; higher % means a stronger effect; one-dose inhibition, % at 30 µM; IC50 in µM for titrated hits; actives 0.42% (n = 220,000);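 active means primary inhibition above the hit cutoff, then over 50% inhibition at one or more dose response concentrations, cut at about 23% in these data, passing the limit was not always enough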;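 further: plate controls were DMSO full reaction for no effect and no enzyme background for full effect; strong numbers were not always called active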
human PMI inhibition: MPI enzyme activity inhibition – biochemical, fluorescence intensity, coupled assay, primary screen (AID 1209) | purified PMI enzyme, coupled fluorescence intensity; higher % means a stronger effect | inhibition, % at 20 µM; hits with a dose series show IC50 in µM | actives 0.42% (n = 190,000);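 further: plate controls were DMSO vehicle for no effect and wells lacking substrate for full effect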
Dynein cargo inh: dynein cargo transport inhibition; 3617.4 mouse cells, GR-EGFP nuclear translocation imaging; test concentration mostly 20 µM; stimulated with dexamethasone, 1 µM; hits give low values; z-score, hits read low; actives 0.47% (n = 220,000); AID 1381;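 active means plate z-score of nuclear minus cytoplasmic receptor signal below a set negative limit, without overly bright fluorescence or cell loss, cut at about -3.5 in these data, passing the limit was not always enough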;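 further: z-score of nuclear minus cytoplasmic ring GR-EGFP intensity difference per well; some compounds called inactive have numbers as strong as hits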
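medium = tetracycline-free induction medium containing charcoal-stripped FBS | probe or stimulus = dexamethasone, 1.0 µM final | timing = 48 h induction, then 1 h compound, then 30 min agonist, 37 °C | detection = automated 10x imaging of fixed Hoechst-stained cells | read-out basis = nuclear versus cytoplasmic GR-EGFP signal, averaged per well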
human PMI inhibitors: human PMI inhibitors, high substrate, primary screen, biochemical, fluorescence intensity, high mannose 6-phosphate (AID 1220); recombinant PMI enzyme, coupled fluorescence intensity; higher % means a stronger effect; actives 0.66% (n = 190,000); one-dose inhibition, % at 20 µM; IC50 in µM for titrated hits
LYP phosphatase: PTPN22 lymphoid phosphatase activity blockers – biochemical, fluorescence intensity, uHTS (AID 1779). actives 0.054% (n = 290,000). recombinant LYP phosphatase, fluorescence intensity; higher % means a stronger effect. one-dose inhibition, % at 11.5 µM; IC50 in µM for titrated hits;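 further: plate controls were vehicle with enzyme for no effect and no enzyme for full effect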
AID2073: inhibitors of Mint1-CaV2.2 protein interaction, biochemical, HTRF (AID 2073); HTRF protein-protein interaction, Mint1-CaV2.2; higher % means a stronger effect; inhibition, % at 20 µM, or IC50 in µM where a hit was titrated; actives 0.19% (n = 290,000); in the data active means inhibition mostly above about 51%, no sharp cut-off; further: some results filed as inactive read as strong as hits
XIAP antagonists: XIAP antagonists, biochemical, IAP family, fluorescence polarization (AID 1018). XIAP BIR domain, fluorescence polarization peptide displacement; higher % means a stronger effect. one-dose displacement, % at 20 µM; IC50 in µM for titrated hits. actives 0.007% (n = 200,000); in the data active means displacement above about 50%; further: a part of the inactive calls stands beside numbers as strong as those of hits
M17LAP inhibition: P. falciparum M17LAP inhibitors, primary screen, biochemical, fluorogenic H-Leu-NHMec substrate, 1536-well (AID 1619). recombinant M17LAP, H-Leu-NHMec fluorogenic kinetic assay; higher % means a stronger effect. inhibition, % at 30 µM; hits with a dose series show IC50 in µM. actives 0.38% (n = 220,000);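 active means compound inhibiting the enzyme by more than half at any dose during confirmatory dose-response retesting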;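 further: plate controls were full reaction with DMSO carrier for no effect and no enzyme background for full effect; strong numbers were not always called active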
Dynein cargo inh cytoplasmic EGFP: also measured in Dynein cargo inh; calls as there; z-score; measured here: cytoplasmic GR-EGFP intensity; hits give high values
Dynein cargo inh nuclear GR-EGFP: further read-out of Dynein cargo inh, marked with its call; z-score; measured here: nuclear GR-EGFP intensity;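 lower value marks the stronger effect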
Dynein cargo inh cell count: recorded beside Dynein cargo inh, whose call it bears; z-score; measured here: cell count per field
Active calls of the source: *; . = not tested or not shown. Unless noted, no stated cut-off is given here; in the data, active means inhibition above about 50%; inactive means the rest.

SMILES	Siah-1 displacement	P. falciparum M1AAP	human PMI inhibition	Dynein cargo inh	Dynein cargo inh cytoplasmic EGFP	Dynein cargo inh nuclear GR-EGFP	Dynein cargo inh cell count	human PMI inhibitors	LYP phosphatase	AID2073	XIAP antagonists	M17LAP inhibition
Cc1ccc2nc(N(CCCN(C)C)C(=O)c3ccc4c(c3)CCCC4)sc2c1	5%	2%	6%	2.2	0.2	1.6	-2.4	-1%	-1%	5%	-4.4%	0%
COc1cc(NC(=O)CCN2CCN(Cc3ccccc3)CC2)cc(OC)c1	-2%	10%	22%	-0.62	-0.032	-0.097	0.8	19%	-2%	0%	-5.3%	-4%
O=C1Nc2cc(Cl)c(Cl)cc2N(O)N1c1ccccc1Cl	1%	-1%	-18%	-0.089	-0.22	0.023	1.1	-7%	3%	13%	-1.7%	-1%
COc1ccc(-c2csc(N(C)C(=O)c3cccs3)n2)cc1	5%	4%	6%	0.8	-0.3	0.5	0.14	0%	-4%	14%	-6.0%	5%
Cc1nnc(SCc2cccc3ccccc23)n(N)c1=O	-2%	-4%	4%	-0.27	-0.29	-0.28	1.1	0%	6%	2%	-14%	-3%
CN(C)c1ccc(NC(=O)c2ccncc2)c2ccccc12	2%	9%	21%	-1.5	0.87	-0.32	-0.14	14%	5%	-8%	-2.9%	2%
Cc1cccc(Oc2ccccc2N)c1	-1%	8%	5%	0.37	-0.23	0.68	0.5	-8%	-5%	-11%	-6.6%	12%
CN(C)C(=O)COC(=O)c1ccccc1OCC(=O)Nc1ccc(SC(F)F)cc1	2%	5%	-5%	-0.6	-0.31	-0.6	0.86	-6%	13%	8%	-2.6%	36%
CCS(=O)(=O)N1CCN(c2ccccn2)CC1	-1%	4%	-5%	-0.5	-0.21	-0.44	0.2	-2%	-9%	-17%	-5.0%	1%
COc1ccc(N2C(=O)C3CCCN3C2c2ccccc2F)cc1 (stereo unspecified)	1%	10%	5%	0.073	-0.24	0.18	0.23	13%	-10%	14%	-6.3%	7%
O=C1C2C3c4ccccc4C(c4ccccc43)C2C(=O)N1Cc1cccnc1 (stereo unspecified)	2%	-3%	9%	-1.2	-0.34	-0.34	1.4	6%	-8%	-3%	-1.9%	10%
N#CC1=C(N)NC(SCC(=O)c2ccc(Br)cc2)=C(C#N)C12CCCCC2	-2%	6%	15%	1.6	-0.17	2.6	-1.7	12%	6%	-5%	-2.1%	9%
CCOC(=O)CNC(=O)N1CCCC(C(=O)c2cccc(Cl)c2)C1 (stereo unspecified)	5%	2%	.	0.43	-0.23	0.078	-0.34	.	-6%	40%	-6.2%	-10%
CC(C)CCn1nnnc1CN1CCN(c2ccc(F)cc2)CC1	6%	-1%	14%	-1.8	-0.24	-0.96	0.59	11%	-6%	-4%	-2.0%	5%
Cc1nc2c(-c3ccc(F)cc3)c(C)nn2c(N2CCOCC2)c1C	-5%	1%	4%	-0.28	-0.23	0.14	0.33	-1%	-10%	5%	-1.5%	-9%
CN(C)CCCN(C(=O)COc1ccccc1)c1nc2ccc(Cl)cc2s1	-4%	9%	-14%	0.91	-0.13	0.51	-0.28	-10%	-7%	-2%	-2.2%	2%
O=S1(=O)N=C(N(CCO)/N=C/C=C/c2ccccc2)c2ccccc21	3%	16%	13%	-0.71	-0.28	-0.79	0.45	2%	-7%	19%	-5.2%	7%
CN1CCN(CCCNC(=S)Nc2ccc(F)c(Cl)c2)CC1	-8%	6%	-19%	1.2	-0.16	0.73	-1.6	-14%	-6%	0%	-7.4%	-3%
CCCN(Cc1cc2cc(OC)ccc2[nH]c1=O)C(=O)c1ccncc1	-2%	4%	-3%	-0.68	-0.37	-0.3	0.69	10%	-10%	6%	-1.6%	-7%
Cc1ccc(-c2cc(C(=O)O)n(-c3ccc(S(N)(=O)=O)cc3)n2)cc1	4%	-3%	-20%	-0.3	-0.33	0.49	0.11	-17%	1%	17%	-4.2%	4%
O=C(Nc1cn(-c2ccccc2)nc1-c1ccccc1)c1ccccc1	8%	2%	6%	1	-0.16	0.13	-1.3	6%	3%	13%	-14%	-11%
Oc1cccc2ccc(/C=C/c3cccs3)nc12	-6%	-5%	-8%	1.8	-0.036	1.1	-1.7	-12%	0%	33%	1.9%	2%
Oc1ccc(/C=N/Nc2ccc(C(F)(F)F)cn2)cc1O	-7%	8%	62%*	-2.5	-0.024	-1.3	0.97	18%	-2%	0%	-2.4%	13%
Cc1nc(S(=O)(=O)Nc2ccccc2C(=O)NCC2CC2)cn1C	14%	5%	.	-1	-0.25	-0.19	1.2	.	-10%	11%	.	2%
Cc1cc(Cl)cc(Cl)c1OCC(=O)NCc1ccco1	-3%	12%	-13%	-1.2	0.023	-0.79	2	-12%	2%	-1%	-5.9%	9%
COc1cccc(/C(O)=C2/C(=O)C(=O)N(CCCN3CCOCC3)C2c2ccncc2)c1 (stereo unspecified)	6%	0%	-11%	-0.43	-0.19	-0.29	0.025	-7%	-7%	-2%	-0.8%	32%
Cc1nn(Cc2c(Cl)cccc2Cl)c(C)c1NC(=O)c1sc2ccccc2c1Cl	-3%	11%	-4%	0.81	-0.26	0.91	-0.47	-4%	-4%	10%	-15%	-11%
O=C(C1CCCN(S(=O)(=O)c2cnc[nH]2)C1)N1CCN(c2ccc(Cl)cc2)CC1 (stereo unspecified)	0%	20%	-2%	-0.96	-0.19	-0.5	-0.22	-7%	6%	-1%	-4.2%	12%
O=C(c1cccnc1NCc1ccccc1)N1CCOCC1	-1%	-3%	0%	0.72	-0.28	0.51	0.032	3%	-2%	2%	-3.5%	5%
CCCN1CCC(NC(=O)Nc2cccc3ccccc23)CC1	8%	7%	.	0.37	-0.23	0.096	-0.22	.	-4%	10%	.	0%

Three entries from above, field by field:
Cc1cc(Cl)cc(Cl)c1OCC(=O)NCc1ccco1
  Siah-1 displacement = -3%
  P. falciparum M1AAP = 12%
  human PMI inhibition = -13%
  Dynein cargo inh = -1.2
  Dynein cargo inh cytoplasmic EGFP = 0.023
  Dynein cargo inh nuclear GR-EGFP = -0.79
  Dynein cargo inh cell count = 2
  human PMI inhibitors = -12%
  LYP phosphatase = 2%
  AID2073 = -1%
  XIAP antagonists = -5.9%
  M17LAP inhibition = 9%
COc1cccc(/C(O)=C2/C(=O)C(=O)N(CCCN3CCOCC3)C2c2ccncc2)c1 (stereo unspecified)
  Siah-1 displacement = 6%
  P. falciparum M1AAP = 0%
  human PMI inhibition = -11%
  Dynein cargo inh = -0.43
  Dynein cargo inh cytoplasmic EGFP = -0.19
  Dynein cargo inh nuclear GR-EGFP = -0.29
  Dynein cargo inh cell count = 0.025
  human PMI inhibitors = -7%
  LYP phosphatase = -7%
  AID2073 = -2%
  XIAP antagonists = -0.8%
  M17LAP inhibition = 32%
Cc1nn(Cc2c(Cl)cccc2Cl)c(C)c1NC(=O)c1sc2ccccc2c1Cl
  Siah-1 displacement = -3%
  P. falciparum M1AAP = 11%
  human PMI inhibition = -4%
  Dynein cargo inh = 0.81
  Dynein cargo inh cytoplasmic EGFP = -0.26
  Dynein cargo inh nuclear GR-EGFP = 0.91
  Dynein cargo inh cell count = -0.47
  human PMI inhibitors = -4%
  LYP phosphatase = -4%
  AID2073 = 10%
  XIAP antagonists = -15%
  M17LAP inhibition = -11%

Further compounds:
SMILES	Siah-1 displacement	P. falciparum M1AAP	human PMI inhibition	Dynein cargo inh	Dynein cargo inh cytoplasmic EGFP	Dynein cargo inh nuclear GR-EGFP	Dynein cargo inh cell count	human PMI inhibitors	LYP phosphatase	AID2073	XIAP antagonists	M17LAP inhibition
O=C(N/N=C/c1ccccn1)c1ccco1	2%	-3%	36%	-0.16	-0.19	0.21	-0.14	30%	-4%	3%	-1.1%	16%
COc1cccc(N2CCN(C(=O)C3C4C=CC5(CN(Cc6ccccc6Cl)C(=O)C35)O4)CC2)c1 (stereo unspecified)	-4%	2%	11%	-0.83	-0.16	-0.14	0.43	12%	-2%	-13%	-5.4%	0%
c1ccc2oc(-c3[nH]ncc3CN3CCSCC3)cc2c1	5%	0%	-4%	-0.43	-0.0041	-0.086	0.94	-7%	-12%	-7%	-4.6%	0%
O=C(CN1C2CCCC1CC(NC(=O)c1ccco1)C2)Nc1ccccc1 (stereo unspecified)	0%	6%	16%	-0.41	-0.29	-0.85	0.28	11%	-4%	-10%	-5.8%	-8%
O=C(NCc1ccccc1)C1(c2cccc(F)c2)CCCC1	-3%	1%	0%	0.014	0.91	0.4	0.37	-3%	-7%	5%	-5.9%	-6%
Cc1cc(C(=O)N2CCCC(C(=O)c3ccc4ccccc4c3)C2)n(C)n1 (stereo unspecified)	1%	-3%	14%	-0.59	-0.066	-0.22	0.86	16%	-6%	-19%	-6.8%	-16%
O=C(C1CSC2(c3ccc(F)cc3)CCC(=O)N12)N1CCCCCC1 (stereo unspecified)	-2%	-4%	6%	-0.39	-0.24	0.62	0.64	4%	-10%	7%	-3.1%	-7%
O=c1cc(CSc2nnnn2-c2ccc(O)cc2)nc2sccn12	-5%	-4%	-27%	-0.34	-0.29	-0.18	0.53	-5%	-6%	4%	-7.1%	7%
COCCNC(=O)C1CCN(S(=O)(=O)c2ccccc2)CC1	4%	6%	-5%	-0.76	-0.22	-0.26	1.2	0%	-6%	-5%	-1.3%	5%
Cc1ccc(Oc2c(F)c(F)nc(N3CCCC3)c2F)cc1	5%	2%	18%	-0.21	-0.25	-0.029	0.53	32%	0%	0%	-18%	-9%
Cc1cc(N2CCN(C)CC2)nc2ccc(NC(=O)c3cccnc3Cl)cc12	3%	4%	3%	-0.85	0.045	-0.39	0.58	3%	-7%	2%	-7.1%	21%
Cc1ccc(C2(CCNCc3ccco3)CCOC(C(C)C)C2)cc1 (stereo unspecified)	1%	4%	.	-0.87	-0.29	0.18	0.8	.	-5%	17%	.	-6%
COc1cc(/C=N/n2cnc3c(sc4nc(C)cc(C)c43)c2=O)ccc1O	8%	1%	.	1.1	-0.2	1.2	-1.1	.	1%	17%	.	3%
CC(C)(C)C(=O)CSc1nc2ccccc2o1	10%	2%	5%	0.16	0.47	0.05	-0.2	7%	-6%	8%	-7.1%	-4%
COc1cccc(C2(c3cccc(OC)c3)CC2C(=O)Nc2ccc(F)cc2)c1 (stereo unspecified)	4%	2%	22%	-0.87	-0.2	-0.38	1.8	6%	-4%	1%	-2.4%	-4%

Copied from the list:
For Dynein cargo inh nuclear GR-EGFP, COCCNC(=O)C1CCN(S(=O)(=O)c2ccccc2)CC1 shows -0.26
For P. falciparum M1AAP, COc1cccc(N2CCN(C(=O)C3C4C=CC5(CN(Cc6ccccc6Cl)C(=O)C35)O4)CC2)c1 (stereo unspecified) shows 2%
For Dynein cargo inh, COc1cc(/C=N/n2cnc3c(sc4nc(C)cc(C)c43)c2=O)ccc1O shows 1.1
